HIF-2a block = HIF-2a reporter inhibitors, primary screen, luminescence, 786-0 RCC cells; inhibition, % at 18.8 µM; 786-0 RCC cells HIF-2a reporter, luciferase luminescence, overnight; 360,000 tested, 0.72% active;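 active means inhibition of the luminescence signal of 40% or more relative to plate controls, in a single-dose primary screen at 18.75 µM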
TRPM1 prom inh = inhibitors of MITF-dependent TRPM1 promoter reporter, primary screen, cell-based, SK-MEL-5, single point, luciferase. AID 488899, 2010. SK-MEL-5 TRPM1 promoter luciferase, 24 h. 330,000 tested, 0.83% active. inhibition, % at 12.5 µM;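 active means mean inhibition across replicates of 60% or more, whatever share of single replicates reaches that level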; further: values of inactives mirror those of a sister screen read the other way
EBV LMP1 NFkB = EBV LMP1-driven NF-kappaB luciferase reporter inhibitors, primary screen, cell-based, luminescence, single point; LMP1-induced NF-kappaB luciferase reporter cells; inhibition, % at 12.5 µM; 350,000 tested, 0.69% active; AID 504558, 2011; in the data active means inhibition above about 41%;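 further: 0% = neutral control wells and 100% = reference inhibitor control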
NR2E3 ag-1 = inhibitors of NR2E3-RetCOR corepressor binding, primary screen, NR2E3 agonist project, biochemical, TR-FRET, GST-NR2E3, biotin-RetCOR. Photoreceptor-specific nuclear receptor (Homo sapiens), Q9Y5X4. 1536-well. inhibition of corepressor binding, % at 4.78 µM. 320,000 tested, 0.12% active. AID 2300, 2010;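 active means percent inhibition above the cutoff of mean plus 3 SD of all tested compounds, set per screening campaign, cut at about 20% in these data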;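 further: 0% = DMSO wells and 100% = biotin wells as full block of FRET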
Target sequence (Q9Y5X4 whole entry, looked up): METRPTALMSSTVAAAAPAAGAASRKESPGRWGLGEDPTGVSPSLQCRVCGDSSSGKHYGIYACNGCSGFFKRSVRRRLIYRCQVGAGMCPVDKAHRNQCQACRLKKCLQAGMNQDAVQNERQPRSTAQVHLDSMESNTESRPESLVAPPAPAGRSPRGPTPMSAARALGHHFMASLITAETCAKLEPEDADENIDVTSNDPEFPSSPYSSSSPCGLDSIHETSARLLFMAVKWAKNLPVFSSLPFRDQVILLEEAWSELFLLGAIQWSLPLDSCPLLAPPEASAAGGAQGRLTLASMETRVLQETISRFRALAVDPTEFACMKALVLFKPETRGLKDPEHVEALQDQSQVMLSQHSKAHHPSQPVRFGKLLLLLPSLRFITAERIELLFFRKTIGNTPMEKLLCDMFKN
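Format: 1536-well format; test system: GST-NR2E3 and biotin-RetCOR proteins; read-out basis: percent inhibition of TR-FRET ratio; timing: 5 h incubation at 4 °C; detection: time-resolved FRET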
NR2E3 ag-2 = NR2E3 agonists in two-hybrid cells, primary screen, cell-based, luminescence, CHO-S, Gal4-NCOR/VP16-NR2E3. Photoreceptor-specific nuclear receptor (Homo sapiens), Q9Y5X4. luciferase. inhibition of corepressor binding, % at 3.98 µM. 360,000 tested, 0.35% active. AID 602229, 2012;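 active means inhibition above the mean of all tested compounds plus 3 SD, cut at about 70% in these data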;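 further: 0% = DMSO with NR2E3 transfected cells and 100% = cells lacking NR2E3 construct; higher means lower luciferase signal from less NR2E3 corepressor binding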
Peg3 prom inh = Peg3 promoter-driven luciferase inhibitors, primary screen, cell-based, HeLa, luciferase luminescence. HeLa PEG-Prom luciferase reporter, overnight. inhibition, % at 20 µM. 360,000 tested, 1.7% active;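 active means inhibition of at least 50% at 20 µM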
TRAIL sens C8 = viability loss with TRAIL in NB7+C8 cells, primary screen, TRAIL sensitizer project, cell-based, ATPlite luminescence | inhibition (viability loss, TRAIL sensitization), % at 10 µM | 360,000 tested, 1% active;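 active means compounds causing at least 50% loss of cell viability in the single-dose screen, relative to plate controls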
hiPSC survival = enhancers of single-cell hiPSC survival, primary screen, ATPlite luminescence; survival enhancement, % at 20 µM; 360,000 tested, 0.044% active; 100% = ROCK inhibitor wells, 0% = DMSO; in the data active means survival enhancement above about 18%;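 further: cells exposed to compounds for 16 hours before the ATP read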
Shn3 3UTR inh = reduction of Shn3 3'UTR firefly luciferase signal, primary screen, Schnurri-3 inhibitor project, cell-based, Clone20 osteoblasts, set 2; 360,000 tested, 0.52% active; Clone20 osteoblast Shn3 3'UTR firefly luciferase, 24 h; inhibition, % at 12.5 µM; AID 588674, 2011;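 active means mean inhibition of at least 75% with every replicate also reaching 75%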;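 further: 0% = median of neutral control wells and 100% = pilot-screen positive control compound; some compounds past the cut are filed as inactive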
KKLEB tox = cytotoxicity in KKLEB CF airway cells, primary screen, cytotoxicity control for CF NF-kB inhibitor project, cell-based, uHTS, fluorescence assay plates; KKLEB CF airway cells viability, ATPlite luminescence, overnight; active compounds read low; cells stimulated with P. aeruginosa culture filtrate; 360,000 tested, 0.36% active; AID 602141, 2011; activity change (cytotoxicity), % at 5 µM;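 active means corrected activity change at or below -50% at 5 µM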
CF NFkB block = inhibitors of PAF-induced NF-kB signaling, primary screen, cell-based, GFP fluorescence, uHTS; 360,000 tested, 0.86% active; AID 588850, 2011; KKLEB NF-kB-GFP reporter, GFP fluorescence overnight; inhibition, % at 5 µM;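 active means at least 50% inhibition at 5 µM, scaled per plate between neutral and stimulator controls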;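 further: PAF is a Pseudomonas aeruginosa culture filtrate used as stimulus; plate controls were PAF-stimulated DMSO wells for no effect and unstimulated DMSO wells for full effect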
* = called active by the depositor; . = not tested or not shown. Not all compounds are listed; count on the stated rates, not on these rows.

SMILES | HIF-2a block | TRPM1 prom inh | EBV LMP1 NFkB | NR2E3 ag-1 | NR2E3 ag-2 | Peg3 prom inh | TRAIL sens C8 | hiPSC survival | Shn3 3UTR inh | KKLEB tox | CF NFkB block
Cc1cc(Cn2nc(C(=O)NCc3cccc(Br)c3)cc2-c2ccccc2)on1 | 10 | 2 | 3 | -5 | -5 | 20 | -3 | 0.3 | 18 | -10 | 12
CCN(C(=O)COC(=O)c1ccc(COc2ccc3c(C)cc(=O)oc3c2)cc1)C1CCS(=O)(=O)C1 (configuration not stated) | -71 | -16 | 4 | 0 | -42 | -87 | -18 | -0.1 | -28 | 8 | 6
COc1ccc(N(CC(=O)NC2CCCC2)C(=O)CCC(=O)Nc2nc(C)cs2)cc1OC | 21 | -7 | 5 | 1 | 17 | 14 | -6 | -0.7 | -12 | 0 | -5
Cc1cc(S(=O)(=O)NC(C)C)ccc1OCC(=O)N1CCOCC1 | 18 | 10 | -1 | -2 | 7 | -1 | -1 | 1.7 | 4 | -6 | 6
COCCN(C(=O)COC(=O)/C=C/c1nc2ccccc2s1)c1c(N)n(Cc2ccccc2)c(=O)[nH]c1=O | -37 | 16 | 12 | -4 | 5 | -41 | 3 | -0.4 | -8 | -12 | 47
CC(=O)Nc1cccc(C(=O)Nc2cccc3ncccc23)c1 | 11 | 8 | 0 | 3 | -13 | 2 | -11 | 0.4 | 10 | 2 | 10
CC(C)OC(=O)CSc1nnc(SCc2cccc3ccccc23)s1 | 12 | -5 | -2 | -2 | 0 | 2 | -4 | 0.4 | 7 | 10 | 4
C[C@@H]1[C@H](O)C[C@@]23COC(=O)C2=CCC[C@@H]3[C@@]1(C)CC/C(=C/CO)CO | -4 | 16 | 2 | 3 | -29 | 10 | 13 | -2.5 | -18 | -10 | -8
COc1ccc(C(=O)CC(=O)C(=O)Nc2cc(C)ccc2C)cc1 | 18 | 17 | -2 | 1 | 3 | 11 | 10 | -0.4 | 0 | 6 | 0
CCOC(=O)Nc1sc(C)c(C)c1C(N)=O | 6 | -2 | 2 | -1 | 2 | -7 | 12 | -1.0 | -4 | 3 | 8
COc1cc2c(cc1OC)-c1cc(NCc3ccccn3)nc(=O)n1CC2 | 10 | 5 | 13 | -2 | -16 | 27 | -7 | -2.0 | -18 | -5 | 11
CC(C)NC(=O)C1CCCN(S(=O)(=O)c2cccc3nonc23)C1 (configuration not stated) | 14 | -13 | -1 | -1 | -7 | 12 | -15 | 0.5 | -2 | -8 | 0

One compound at a time, from the list above. Order of values: HIF-2a block	TRPM1 prom inh	EBV LMP1 NFkB	NR2E3 ag-1	NR2E3 ag-2	Peg3 prom inh	TRAIL sens C8	hiPSC survival	Shn3 3UTR inh	KKLEB tox	CF NFkB block
COCCN(C(=O)COC(=O)/C=C/c1nc2ccccc2s1)c1c(N)n(Cc2ccccc2)c(=O)[nH]c1=O is entered as -37	16	12	-4	5	-41	3	-0.4	-8	-12	47
CC(=O)Nc1cccc(C(=O)Nc2cccc3ncccc23)c1 is entered as 11	8	0	3	-13	2	-11	0.4	10	2	10
COc1ccc(N(CC(=O)NC2CCCC2)C(=O)CCC(=O)Nc2nc(C)cs2)cc1OC is entered as 21	-7	5	1	17	14	-6	-0.7	-12	0	-5
COc1ccc(C(=O)CC(=O)C(=O)Nc2cc(C)ccc2C)cc1 is entered as 18	17	-2	1	3	11	10	-0.4	0	6	0
Cc1cc(Cn2nc(C(=O)NCc3cccc(Br)c3)cc2-c2ccccc2)on1 is entered as 10	2	3	-5	-5	20	-3	0.3	18	-10	12

More compounds:
SMILES | HIF-2a block | TRPM1 prom inh | EBV LMP1 NFkB | NR2E3 ag-1 | NR2E3 ag-2 | Peg3 prom inh | TRAIL sens C8 | hiPSC survival | Shn3 3UTR inh | KKLEB tox | CF NFkB block
COc1cc(/C=C/C(=O)OCC(=O)NC2CCCCCCC2)ccc1O | 3 | 17 | 5 | . | 25 | -21 | 27 | -0.7 | 16 | 2 | 12
Cc1cccc(C)c1NC(=O)CNC(=O)CNC(=O)Cc1cccc2ccccc12 | 10 | 0 | 2 | 4 | -8 | 12 | -8 | -0.2 | -9 | -4 | -17
COc1ccc(S(=O)(=O)N2CCOCC2)cc1NC(=O)COC(=O)C1CC1C (configuration not stated) | 0 | 4 | -1 | 3 | -21 | 3 | 1 | -0.5 | -3 | 15 | -18
CCNC(=O)CC1C(=O)N(CC)C(=S)N1NC(=O)c1cccnc1 (configuration not stated) | 4 | -6 | 74* | 0 | 1 | 38 | 0 | 0.4 | 3 | 5 | 13
CCCOc1ccc(-c2c(C(=O)N/N=C/c3cccs3)nnn2-c2nonc2N)cc1 | -5 | -16 | 3 | 3 | -16 | 6 | 4 | -0.3 | -40 | 13 | -12
CCc1ccc(NC(=O)Cn2cnc([N+](=O)[O-])c2)cc1 | 20 | 4 | -10 | 4 | 4 | 8 | 3 | -0.5 | -10 | -3 | -7
COc1ccc(OC)c(CN2CCN(C(=O)c3cccc(S(=O)(=O)N(C)c4ccccc4)c3)CC2)c1 | 5 | . | -5 | . | -12 | 16 | 2 | -2.5 | -25 | 8 | -17
CC(C)(C)n1nnnc1C(c1ccc(C#N)cc1)N1CCCC2(CCCCC2)C1 (configuration not stated) | 13 | -1 | -2 | 0 | -17 | 27 | 16 | 0.4 | -9 | -4 | 12
COCCNC(=O)C1(C)CCCN(Cc2ccc(C)c3ccccc23)C1 (configuration not stated) | 13 | . | . | . | 13 | 8 | 8 | 1.9 | 9 | 2 | 12
COc1ccc(C2(CNC(=O)c3cccc([N+](=O)[O-])c3)CCCCC2)cc1OC | 19 | -12 | -3 | 1 | -19 | 15 | 7 | -0.9 | -7 | -4 | -12
CC1=C(C(=O)OCCNC(=O)c2cccnc2)C(c2cccc([N+](=O)[O-])c2)C(C(=O)OCCN(C)C)=C(C)N1 (configuration not stated) | 21 | -4 | 5 | -1 | -9 | -10 | 5 | 0.4 | 1 | 13 | 2
CCC1=NN(C(=O)c2ccc(Br)cc2)C(O)(c2ccccc2)C1 (configuration not stated) | 3 | 6 | -5 | 1 | -61 | 24 | 6 | 2.4 | 0 | -15 | 20
Cc1nc2ccc(NC(=O)c3c(-c4ccccc4)noc3C)cc2s1 | 3 | 5 | 7 | -4 | -41 | 7 | 3 | 1.7 | 10 | -6 | 6
CCN(CC)C(=O)Cn1cc(C(=O)C(=O)NCCc2ccc(S(N)(=O)=O)cc2)c2ccccc21 | 17 | -15 | -7 | 3 | 12 | 5 | -12 | -2.4 | 2 | 6 | -16
CC(=O)C1=C(O)C(=O)N(CCc2c[nH]c3ccccc23)C1c1ccc(C)cc1 (configuration not stated) | 12 | -1 | 2 | 6 | -6 | 0 | -12 | 0.3 | 11 | 3 | 1
C/C(N)=C(/C#N)C(=O)COC(=O)c1ccccc1C(=O)c1ccc(C)cc1 | 2 | 4 | 1 | 3 | -16 | 9 | 17 | 0.2 | 16 | 7 | 1
CCN(C1CCCCC1)S(=O)(=O)c1cc(C)ccc1OC | 25 | 4 | -1 | 0 | -3 | 24 | 7 | 3.6 | 3 | -10 | 5
Cc1cccc(C)c1Nc1ncnc2ccccc12 | 21 | 2 | 16 | 4 | -16 | 6 | -4 | 1.4 | 6 | -7 | -2
C=C(C)Cn1c(SCC(=O)O)nnc1-c1ccc(OC)cc1 | 7 | -1 | 11 | -1 | 14 | 6 | 3 | 5.1 | -2 | -3 | 5
N#C/C(=C/c1ccc(Sc2nc3ccccc3[nH]2)o1)c1ccccc1F | -28 | 5 | 10 | 0 | 62 | -45 | -9 | -3.0 | 68 | 6 | -5
N#CC1=C(N)Oc2cc3ccccc3cc2C1c1cccnc1 (configuration not stated) | 34 | 22 | 13 | 0 | -125 | 27 | 15 | 0.4 | 13 | -6 | 12
Cc1nc2sc(C(c3cccs3)N3CCN(C(=O)c4ccco4)CC3)c(O)n2n1 (configuration not stated) | -1 | -7 | 2 | 1 | -5 | 9 | 2 | -1.9 | -14 | 8 | -7
CC(C)Oc1cccc(C(=O)NC(=S)Nc2ccccc2)c1 | -57 | -79 | -42 | -5 | -56 | -96 | 12 | -1.9 | -127 | 13 | 4
COc1ccc2c(C(F)(F)F)cc(=O)oc2c1C | 14 | -7 | 2 | -6 | -14 | 25 | -4 | 0.4 | 1 | 12 | -4
COC(=O)CSc1nc(C2CC2)nc2ccccc12 | 24 | -1 | 2 | -3 | -11 | 12 | 14 | 6.0 | -3 | -6 | 10
O=C(c1ccc2c(c1)C(=O)N(Cc1ccco1)C2O)N1CCOCC1 (configuration not stated) | 6 | 1 | 4 | 2 | -46 | 11 | 19 | -1.6 | -6 | 0 | -4
COc1cccc(CNC(=O)CCCC(=O)Nc2cccc([N+](=O)[O-])c2)c1 | 8 | 15 | -3 | 0 | -20 | 13 | -20 | 0.2 | 8 | 12 | -5
COC(=O)CNC(=O)C12CC3(C)CC(C)(CC(C)(C3)C1)C2 | -132 | -1 | 8 | 1 | -15 | -143 | -10 | -2.5 | 2 | -4 | 7
CC(=O)Nc1ccc2c(c1)CCCN2C(=O)c1ccccc1 | 17 | 1 | 2 | -2 | -23 | -2 | 3 | -0.9 | -19 | 18 | -13
Cc1cccc(CCNS(=O)(=O)c2cnc[nH]2)c1 | 9 | 10 | 0 | 6 | 3 | 9 | 6 | 3.3 | 28 | 2 | -4
CC(C)c1onc(C(=O)N2CCN(c3ccc(F)cc3)CC2)c1[N+](=O)[O-] | 2 | 15 | 4 | -1 | -23 | 10 | 65* | 0.0 | 31 | -6 | 23
C#CCOc1ccc2c3c(c(=O)oc2c1)CCCC3 | -109 | 1 | -2 | 3 | -21 | -59 | -1 | -0.2 | -17 | -11 | -16
CCC(C)[C@@H](NC(=O)OC(C)(C)C)c1nnc(S(=O)(=O)Cc2cccc(C)c2)o1 (some centres not stated) | 40 | 71* | 1 | . | -3 | 108* | -3 | -2.7 | 98* | -7 | 82*
CNC(=S)N/N=C/c1ccc(N(C)C)cc1 | -225 | -38 | 4 | -10 | -156 | -186 | 17 | -0.7 | -23 | 8 | -12
Cc1c(NC(=O)c2ccc(S(=O)(=O)N(C)C)cc2)cccc1-n1cnnn1 | 8 | 6 | 2 | -1 | -18 | 1 | -9 | 0.9 | 2 | 6 | -21
COc1ccccc1-c1cc(C(=O)NCc2ccc(F)cc2)no1 | -27 | -4 | 4 | 2 | 1 | 11 | 5 | -0.8 | -2 | 20 | -14
CCOC(=O)c1ccccc1NC(=O)CSc1nc2ccccc2n1CC(=O)N1CCCC1 | -2 | 9 | 8 | 1 | 6 | 11 | 9 | -2.4 | 15 | -5 | -5
CCOC(=O)c1cccc(NC(=O)COC)c1 | 5 | -10 | -1 | -2 | -17 | 12 | -3 | -0.4 | -10 | -10 | 10
